OX1R antag – antagonists of human orexin 1 receptor (OX1R). Orexin/Hypocretin receptor type 1 (Homo sapiens), O43613. 1.8% of 330,000 active. AID 485270, 2010. OX1R-expressing cells, FRET antagonist read-out. inhibition, % at 6.6 µM; in the data active = inhibition mostly above about 38%, no sharp cut-off; inactive = mostly below about 40%;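 also: 0% = agonist challenge alone and 100% = reference antagonist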
Target sequence (O43613 whole entry, looked up): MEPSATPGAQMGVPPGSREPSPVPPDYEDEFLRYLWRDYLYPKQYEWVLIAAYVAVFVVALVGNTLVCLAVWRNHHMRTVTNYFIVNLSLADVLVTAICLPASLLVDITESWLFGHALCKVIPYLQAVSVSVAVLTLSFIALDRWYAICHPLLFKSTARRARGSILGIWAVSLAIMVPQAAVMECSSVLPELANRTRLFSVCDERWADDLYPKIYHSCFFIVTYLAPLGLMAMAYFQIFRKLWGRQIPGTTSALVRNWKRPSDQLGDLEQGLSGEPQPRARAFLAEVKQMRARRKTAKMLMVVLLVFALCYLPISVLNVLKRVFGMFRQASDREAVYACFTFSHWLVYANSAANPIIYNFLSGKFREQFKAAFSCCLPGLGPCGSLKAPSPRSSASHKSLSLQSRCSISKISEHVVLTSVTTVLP
STK33 kinase inh – inhibitors of purified STK33 kinase, primary screen, biochemical, ADP-Glo luminescence, homogeneous, cell-free | inhibition, % at 10 µM | Serine/threonine-protein kinase 33 (Homo sapiens), Q9BYT3 | MBP phosphorylation | 0.073% of 320,000 active | AID 2661, 2010;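 active = inhibition at or above 25%, using the most active replicate where run in duplicate; inactive = inhibition below 25%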
Target sequence (Q9BYT3 whole entry, looked up): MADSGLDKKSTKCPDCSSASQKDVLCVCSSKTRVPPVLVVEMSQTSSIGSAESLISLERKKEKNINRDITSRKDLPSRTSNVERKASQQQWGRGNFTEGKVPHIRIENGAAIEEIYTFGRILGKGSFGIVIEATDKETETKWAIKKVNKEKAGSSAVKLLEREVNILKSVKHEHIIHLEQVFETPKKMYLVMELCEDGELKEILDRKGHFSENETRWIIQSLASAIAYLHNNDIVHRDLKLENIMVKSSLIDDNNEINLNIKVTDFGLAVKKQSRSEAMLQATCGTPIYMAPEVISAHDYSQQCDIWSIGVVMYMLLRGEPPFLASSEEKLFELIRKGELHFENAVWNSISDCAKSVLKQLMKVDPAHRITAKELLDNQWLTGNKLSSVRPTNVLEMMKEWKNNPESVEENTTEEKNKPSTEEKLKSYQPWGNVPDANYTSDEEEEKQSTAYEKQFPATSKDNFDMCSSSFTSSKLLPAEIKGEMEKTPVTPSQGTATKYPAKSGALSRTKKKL
Active calls of the source: *; / = not tested or not shown.

SMILES | OX1R antag | STK33 kinase inh
COc1cc2c(CCNC(C)=O)c[nH]c2cc1Cl | 13 | -0.8
Cc1ccc(C)c(N=Nc2nc3ccccc3n2C)c1 | 42 | 2.3
CCn1c(C(=O)N2CCC(C(=O)NCCCSC3CCCCC3)CC2)cc2sccc21 | 8 | -2.0
C=CCN(Cc1ccc(Cl)s1)C(=O)c1ccc(F)c(S(=O)(=O)N2CCOCC2)c1 | 13 | -1.8
Cc1ccc(C2=NCCNC2=O)c(C)c1 | 2 | -0.4
Cc1ccc(SCc2nnc(NC(=O)c3ccccc3)s2)cc1 | 10 | 0.3
O=C(CSc1n[nH]c(=O)[nH]c1=O)Nc1ccccc1C(=O)c1ccccc1 | 12 | -1.1
S=C(c1ccc(-c2ccc(Cl)cc2)o1)N1CCCCC1 | 12 | 0.0
COc1cccc(-c2csc(NC(=O)Oc3ccccc3)n2)c1 | 10 | -0.3
Cc1ccc2c(c1)c1c(n2CC(O)CN2CCCCCC2)CCCC1 (configuration not stated) | -11 | -0.1
Cc1cccc(C(=O)NCC(=O)N(C)Cc2nc3ccccc3c(=O)[nH]2)c1 | 2 | -0.5
NS(=O)(=O)c1ccc(NC(=O)COC(=O)c2ccc3c(c2)OCCO3)cc1 | 17 | /
Cc1ccc(NC(=S)N2CCCC2)cc1Cl | / | 0.2
O=C(O)CN1C(=O)C2(OCCCO2)c2ccccc21 | 7 | -0.2
C#CC(C)(C)NC(=O)c1cnc(-c2ccccc2)nc1-c1ccccc1 | 14 | -0.2
CC(=O)N1CCN(C(=O)c2ccc(C(=O)c3ccccc3)cc2)CC1 | 3 | -2.1
COc1ccc(CCN2C(=O)CS/C2=N/NC(=O)c2ccccc2F)cc1OC | 11 | -1.4
CCOC(=O)c1ccc(NS(=O)(=O)c2cc3c4c(c2)CCN4C(=O)CC3)cc1 | 27 | 0.7
C=C(C)CSc1ncc(-c2cccc(C(F)(F)F)c2)cn1 | 6 | 1.3
O=C(CSc1nc2ccccc2[nH]1)NCC1CCCO1 (configuration not stated) | 11 | 0.7
Cc1ccc(N(Cc2ccccc2)C(=O)c2cc(S(=O)(=O)N3CCOCC3)ccc2F)cc1 | 4 | -0.7
CCNS(=O)(=O)c1cc(Br)ccc1OC | 21 | -1.7
CCOc1cc(CNc2ncc(-c3ccc(OC)cc3)n2C)ccc1O | 8 | -1.1
CCOc1ccc(S(=O)(=O)N(CC)CC(=O)NCc2ccco2)cc1C | 2 | -0.1
Cc1c(Br)c([N+](=O)[O-])nn1CC(=O)NCc1ccco1 | 11 | -0.9

Grouped by structure: those above with a thiophene ring, fused or not.
SMILES | OX1R antag | STK33 kinase inh
CCn1c(C(=O)N2CCC(C(=O)NCCCSC3CCCCC3)CC2)cc2sccc21 | 8 | -2.0
C=CCN(Cc1ccc(Cl)s1)C(=O)c1ccc(F)c(S(=O)(=O)N2CCOCC2)c1 | 13 | -1.8

The listing continues.
SMILES | OX1R antag | STK33 kinase inh
CC(C)(C)c1cc(C(=O)N2CCc3ccccc32)ccn1 | -1 | 1.9
CCOc1ccccc1C(=O)OCC(=O)Nc1cc(Cl)ccc1Oc1ccccc1 | 7 | -0.3
CCOC(=O)c1c(O)c2cccc3c2n(c1=O)CC3 | 0 | -1.0
Cc1ccc(N=Nc2c(N)[nH]n3c(=O)cc(C)nc23)cc1 | 8 | 0.0
Cc1ccccc1CSc1nc(C(C)(C)C)cc(=O)[nH]1 | 3 | -0.3
O=C(Nc1ccc(Cl)cn1)c1cc(S(=O)(=O)N2CCCCC2)ccc1Cl | 11 | -1.8
CCN(C(=O)c1cc2cc(OC)ccc2oc1=O)c1cccc(C)c1 | 6 | -0.3
COc1cccc(N(C(=O)c2snc(C(N)=O)c2N)C(C(=O)NCC2CCCO2)c2cccs2)c1 (configuration not stated) | 5 | 0.8
CCOc1ccc(CNc2cccc(SC)c2)cc1 | 24 | -1.6
Cc1ccc(C(=O)Nc2ccc(N3CCOCC3)nc2N2CCOCC2)cc1 | 5 | -1.1
O=C(c1cccc2c1C(=O)N(Cc1cccnc1)C2)N1CCN(c2ccccc2)CC1 | 20 | -0.6
Oc1ccc(-c2cnns2)c(O)c1 | 4 | 3.1
Cn1nnnc1SCC(=O)Nc1ccccc1N1CCOCC1 | 0 | -0.4
CN(C)C(CNC(=O)CCNC(=O)c1ccccc1Cl)c1ccco1 (configuration not stated) | 4 | 1.0
Nc1nonc1-n1nnc(C(=O)N/N=C/c2ccncc2)c1CSc1ccccc1 | 34 | 4.3
CCOc1ccc(C(C)=O)cc1CN1C(=O)NC(C)(C2CC2)C1=O (configuration not stated) | 14 | -0.1
COc1ccccc1-n1ccnc1SCC(=O)NC1CCCC1 | 3 | -2.0
CCOc1cc(N2CCOCC2)c(OCC)cc1NC(=O)c1ccc(C)cc1 | 28 | -1.6
COC(=O)C1CCN(S(=O)(=O)CCNC(=O)c2ccc(F)cc2)CC1 | 2 | 0.5
CC(=O)N(c1nc(CCl)cs1)c1c(C)cc(C)cc1C | 15 | 0.2
CC(=O)Nc1nnc(/C=C/c2cccc([N+](=O)[O-])c2)s1 | 14 | -1.5
CN(C(=O)COc1ncnc2sccc12)c1ccccc1 | 20 | 0.0
O=C(CCc1nc(-c2ccccc2F)no1)NCCc1ccccc1Cl | 38 | -1.9
CC(=O)c1nn(-c2cccc(Br)c2)cc1C(=O)c1ccc2ccccc2c1 | 11 | 1.0
COc1ccc(NC(=O)CSc2nnc(NC(=O)c3ccccc3C(=O)O)s2)cc1 | 2 | 2.7

The list continues:
SMILES | OX1R antag | STK33 kinase inh
O=C(CCCN1C(=O)c2ccccc2C1=O)NCCC1=CCCCC1 | 26 | 0.3
CCc1cc2c(N3CCN(c4nnc(CC)s4)CC3)ncnc2s1 | 21 | 2.7
c1ccc(-c2cn(-c3ccccc3)c3ncnc(NCCCN4CCOCC4)c23)cc1 | 16 | -1.2
Cc1ccc(OCC(=O)Nc2c3c(nn2C(C)(C)C)CS(=O)(=O)C3)cc1 | 3 | -3.6
CCC(=O)n1nc(-c2ccc(Cl)cc2)nc1N | 13 | 2.0
Cn1cnnc1SCc1cccc(Br)c1 | 23 | 1.0
CCCCN1C=CC(=C2C(=O)c3ccccc3C2=O)C=C1 | 32 | 19
Clc1ccc(-c2nnc(SCc3ccon3)o2)c(Cl)c1 | 7 | -2.6
CCOc1ccc(C(=O)OCC(=O)N2CCCC2)cc1 | 11 | 0.5
COc1cc2c(cc1OC)-c1cc(Nc3ccc(C(=O)O)cc3)nc(=O)n1CC2 | 10 | 2.5
O=C(O)c1ccc(N2C(=O)CC(N3CCN(c4cccc(C(F)(F)F)c4)CC3)C2=O)cc1 (configuration not stated) | 9 | -2.4
Cn1c2ccccc2c(=O)c2cc(NCCCN3CCOCC3)ccc21 | 59* | 18
Cc1nc2ccc(S(=O)(=O)NCC(=O)N3CCN(c4ccccn4)CC3)cc2s1 | 8 | -0.6
O=C(Nc1ccccc1C(=O)O)c1ccc2c(c1)C(=O)N(c1cccc([N+](=O)[O-])c1)C2=O | 10 | 0.1
CCCCC(=O)Nc1ccccc1C(=O)OCC(=O)c1ccc2c(c1)OCCO2 | 20 | -1.7
O=C(Nc1ccc(Cc2ccc(NC(=O)N3CCOCC3)cc2)cc1)N1CCOCC1 | 12 | -5.0
O=C(c1snnc1-c1ccccc1)N1CCOCC1 | -1 | -2.1
CC(=O)NC(CC(=O)NNC(=O)C(C)Oc1ccccc1F)c1ccccc1 (configuration not stated) | 14 | 0.1
Cc1ccc(S(=O)(=O)N(C)C)cc1-n1c(SCC(=O)Nc2ccccc2)nc2ccccc2c1=O | 19 | -1.6
CC(C)(C)OC(=O)N[C@@H](Cc1ccccc1)C(=O)N1CCC(C(=O)N[C@@H](Cc2c[nH]c3ccccc23)C(=O)O)CC1 | 0 | 2.5
COc1ccc(N(C)S(=O)(=O)c2c(C)noc2C)c(OC)c1 | 9 | -0.6
CC(=O)Nc1ccc(NC(=O)COC(=O)c2ccco2)cc1 | 10 | -1.7
CCOC(=O)C1=CN(c2cccc(F)c2)C=C(C(=O)OCC)C1c1cc(OC)c(O)c([N+](=O)[O-])c1 | 11 | -3.6
COc1ccc(CNC(=O)COC(=O)c2cc3ccccc3cc2O)cc1OC | 11 | -1.7
N#Cc1c(-c2ccncc2)c2c([nH]c1=O)-c1ccccc1OC2 | 15 | -0.5

Part of the list above, as a markdown table:
| structure | OX1R antag | STK33 kinase inh |
| --- | --- | --- |
| O=C(Nc1ccc(Cc2ccc(NC(=O)N3CCOCC3)cc2)cc1)N1CCOCC1 | 12 | -5.0 |
| COc1ccc(N(C)S(=O)(=O)c2c(C)noc2C)c(OC)c1 | 9 | -0.6 |

Ordered by value in OX1R antag (highest first): 3 of the compounds above
SMILES | OX1R antag | STK33 kinase inh
CCCCN1C=CC(=C2C(=O)c3ccccc3C2=O)C=C1 | 32 | 19
CCOc1ccc(C(=O)OCC(=O)N2CCCC2)cc1 | 11 | 0.5
O=C(c1snnc1-c1ccccc1)N1CCOCC1 | -1 | -2.1

Single records, as listed above:
`CC(=O)N1CCN(C(=O)c2ccc(C(=O)c3ccccc3)cc2)CC1` in the list: OX1R antag: 3; STK33 kinase inh: -2.1
`CCOC(=O)c1ccc(NS(=O)(=O)c2cc3c4c(c2)CCN4C(=O)CC3)cc1` in the list: OX1R antag: 27; STK33 kinase inh: 0.7
`Cc1ccc2c(c1)c1c(n2CC(O)CN2CCCCCC2)CCCC1` (configuration not stated) in the list: OX1R antag: -11; STK33 kinase inh: -0.1

New compounds follow
SMILES | OX1R antag | STK33 kinase inh
CCOc1ccc(NC(=O)Nc2cc(C)ccc2F)cc1 | 18 | 2.4
CCCCC(O)(CCCC)C(=O)NNc1ccccc1 | 10 | -0.2
CC(=O)NCC(=O)N1CCC(n2nccc2NC(=O)CCCc2ccccc2)CC1 | / | -0.2
CCn1c(SCC(=O)OCc2ccccc2)nc2c1c(=O)n(C)c(=O)n2C | 13 | -1.3
COc1ccc(-c2nnc(SC3CCOC3=O)n2C2CCCCC2)cc1OC (configuration not stated) | 2 | 0.3
COc1cc(SC)ccc1C(=O)NCCOc1ccc(Cl)cc1 | 19 | -0.3
CCOC(=O)C1=C(COC(=O)CCOc2cc(C)ccc2C)NC(=O)NC1C (configuration not stated) | 13 | -0.4
O=C(NCCC(=O)N1CCCCC1)c1ccccc1Cl | 18 | -1.4
Cc1nonc1NC(=O)CSc1nnc(-c2ccoc2C)n1C | 8 | -0.8
COc1cc(S(=O)(=O)N2CCOCC2)ccc1NC(=O)CSc1n[nH]c(=O)[nH]c1=O | 8 | -0.2
CCOc1ccccc1N1CCN(Cc2ccco2)CC1 | 21 | 0.5
NC(=O)C1CCN(C(=O)C2(NC(=O)Nc3cccc(F)c3)CCCCC2)CC1 | 16 | -1.2
NC(=O)CC[C@@H]1NC(=O)[C@@H]2CCCN2C(=O)c2cc([N+](=O)[O-])cc(I)c2NCCC[C@@H](C(N)=O)NC1=O | 25 | -1.0
COc1cc(OC)c(C2SCCCS2)cc1OC | 12 | -1.5
CCCN1CCN(C(=O)CN2C(=O)CC(C)(C)S(=O)(=O)c3ccccc32)CC1 | 9 | 0.3
CCn1cc(Br)c(C(=O)N(C)Cc2ccccc2)n1 | 25 | 0.5
Cc1cc(C)c(NC(=O)CS(=O)CC(=O)Nc2ccc(-n3cnnn3)c(C)c2)c(C)c1 (configuration not stated) | 4 | -1.5
CCCC(=O)c1ccc(-c2ccccc2)cc1 | 8 | -0.2
CSc1ncccc1C(=O)Nc1cccc(S(=O)(=O)N2CCCCCC2)c1 | 20 | -4.3
COC(=O)CSc1nc(-c2ccccc2)nc2ccc(F)cc12 | 17 | -0.7
CC(=O)c1ccc(NC(=S)NC(=O)/C=C/c2ccccc2)cc1 | 6 | -1.2
S=C(c1c[nH]c2ccccc12)N1CCOCC1 | 25 | -0.1
Cc1nc(C(F)(F)F)c(C(=O)N/N=C(\N)c2cccnc2)s1 | 31 | -0.9
Cc1cc(C(=O)COC(=O)C2=COCCO2)c(C)n1-c1cccc(F)c1 | 18 | -0.4
CN(C(=O)CSc1nnc(-c2ccccc2)c(-c2ccccc2)n1)C1CCS(=O)(=O)C1 (configuration not stated) | 21 | 0.0

Screens (PubChem BioAssay)
